# TCR activator = T cell receptor activation. Potency, µM (series often up to 9.22 µM), for the others: at the top dose activation of IL-2 secretion, actives largely listed as activators. 330,000 tested, under 10 active. primary human leukocytes, anti-CD3, IL-2 HTRF, 48 h; also: % of control where 0% means no effect
#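 Primary human leukocytes were stimulated with a-CD3 beads plus compounds for 48 hr without co-stimulation; secreted IL-2 was quantified by HTRF using a-IL-2-K (europium cryptate) and a-IL-2-d2, excited at 320nm with acceptor emission read at 665nm.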
# MLL CXXC-DNA inh = blocks binding of human MLL CXXC domain to DNA. MLL-CXXC / FITC-HOXA9 DNA fluorescence polarization. Potency, µM (titrated, usually from 115 µM), for the others: top-dose activity change, negative = inhibition, hits mostly inhibitors. actives 0.037% (n = 290,000). AID 2662; active = well fitted inhibition curve with a large enough effect in the polarisation, with a control signal flat, not every such curve was filed as active; inconclusive = small, poorly fitted or top-dose-only effect, or effect the other way, or a change in a side signal; inactive = no such curve, though single readings can be large or run the other way; the % refers to the polarisation; also: potency is read from the fitted curve at half-maximal effect
# Target sequence (Q03164 whole entry, looked up, the tested form may be a part): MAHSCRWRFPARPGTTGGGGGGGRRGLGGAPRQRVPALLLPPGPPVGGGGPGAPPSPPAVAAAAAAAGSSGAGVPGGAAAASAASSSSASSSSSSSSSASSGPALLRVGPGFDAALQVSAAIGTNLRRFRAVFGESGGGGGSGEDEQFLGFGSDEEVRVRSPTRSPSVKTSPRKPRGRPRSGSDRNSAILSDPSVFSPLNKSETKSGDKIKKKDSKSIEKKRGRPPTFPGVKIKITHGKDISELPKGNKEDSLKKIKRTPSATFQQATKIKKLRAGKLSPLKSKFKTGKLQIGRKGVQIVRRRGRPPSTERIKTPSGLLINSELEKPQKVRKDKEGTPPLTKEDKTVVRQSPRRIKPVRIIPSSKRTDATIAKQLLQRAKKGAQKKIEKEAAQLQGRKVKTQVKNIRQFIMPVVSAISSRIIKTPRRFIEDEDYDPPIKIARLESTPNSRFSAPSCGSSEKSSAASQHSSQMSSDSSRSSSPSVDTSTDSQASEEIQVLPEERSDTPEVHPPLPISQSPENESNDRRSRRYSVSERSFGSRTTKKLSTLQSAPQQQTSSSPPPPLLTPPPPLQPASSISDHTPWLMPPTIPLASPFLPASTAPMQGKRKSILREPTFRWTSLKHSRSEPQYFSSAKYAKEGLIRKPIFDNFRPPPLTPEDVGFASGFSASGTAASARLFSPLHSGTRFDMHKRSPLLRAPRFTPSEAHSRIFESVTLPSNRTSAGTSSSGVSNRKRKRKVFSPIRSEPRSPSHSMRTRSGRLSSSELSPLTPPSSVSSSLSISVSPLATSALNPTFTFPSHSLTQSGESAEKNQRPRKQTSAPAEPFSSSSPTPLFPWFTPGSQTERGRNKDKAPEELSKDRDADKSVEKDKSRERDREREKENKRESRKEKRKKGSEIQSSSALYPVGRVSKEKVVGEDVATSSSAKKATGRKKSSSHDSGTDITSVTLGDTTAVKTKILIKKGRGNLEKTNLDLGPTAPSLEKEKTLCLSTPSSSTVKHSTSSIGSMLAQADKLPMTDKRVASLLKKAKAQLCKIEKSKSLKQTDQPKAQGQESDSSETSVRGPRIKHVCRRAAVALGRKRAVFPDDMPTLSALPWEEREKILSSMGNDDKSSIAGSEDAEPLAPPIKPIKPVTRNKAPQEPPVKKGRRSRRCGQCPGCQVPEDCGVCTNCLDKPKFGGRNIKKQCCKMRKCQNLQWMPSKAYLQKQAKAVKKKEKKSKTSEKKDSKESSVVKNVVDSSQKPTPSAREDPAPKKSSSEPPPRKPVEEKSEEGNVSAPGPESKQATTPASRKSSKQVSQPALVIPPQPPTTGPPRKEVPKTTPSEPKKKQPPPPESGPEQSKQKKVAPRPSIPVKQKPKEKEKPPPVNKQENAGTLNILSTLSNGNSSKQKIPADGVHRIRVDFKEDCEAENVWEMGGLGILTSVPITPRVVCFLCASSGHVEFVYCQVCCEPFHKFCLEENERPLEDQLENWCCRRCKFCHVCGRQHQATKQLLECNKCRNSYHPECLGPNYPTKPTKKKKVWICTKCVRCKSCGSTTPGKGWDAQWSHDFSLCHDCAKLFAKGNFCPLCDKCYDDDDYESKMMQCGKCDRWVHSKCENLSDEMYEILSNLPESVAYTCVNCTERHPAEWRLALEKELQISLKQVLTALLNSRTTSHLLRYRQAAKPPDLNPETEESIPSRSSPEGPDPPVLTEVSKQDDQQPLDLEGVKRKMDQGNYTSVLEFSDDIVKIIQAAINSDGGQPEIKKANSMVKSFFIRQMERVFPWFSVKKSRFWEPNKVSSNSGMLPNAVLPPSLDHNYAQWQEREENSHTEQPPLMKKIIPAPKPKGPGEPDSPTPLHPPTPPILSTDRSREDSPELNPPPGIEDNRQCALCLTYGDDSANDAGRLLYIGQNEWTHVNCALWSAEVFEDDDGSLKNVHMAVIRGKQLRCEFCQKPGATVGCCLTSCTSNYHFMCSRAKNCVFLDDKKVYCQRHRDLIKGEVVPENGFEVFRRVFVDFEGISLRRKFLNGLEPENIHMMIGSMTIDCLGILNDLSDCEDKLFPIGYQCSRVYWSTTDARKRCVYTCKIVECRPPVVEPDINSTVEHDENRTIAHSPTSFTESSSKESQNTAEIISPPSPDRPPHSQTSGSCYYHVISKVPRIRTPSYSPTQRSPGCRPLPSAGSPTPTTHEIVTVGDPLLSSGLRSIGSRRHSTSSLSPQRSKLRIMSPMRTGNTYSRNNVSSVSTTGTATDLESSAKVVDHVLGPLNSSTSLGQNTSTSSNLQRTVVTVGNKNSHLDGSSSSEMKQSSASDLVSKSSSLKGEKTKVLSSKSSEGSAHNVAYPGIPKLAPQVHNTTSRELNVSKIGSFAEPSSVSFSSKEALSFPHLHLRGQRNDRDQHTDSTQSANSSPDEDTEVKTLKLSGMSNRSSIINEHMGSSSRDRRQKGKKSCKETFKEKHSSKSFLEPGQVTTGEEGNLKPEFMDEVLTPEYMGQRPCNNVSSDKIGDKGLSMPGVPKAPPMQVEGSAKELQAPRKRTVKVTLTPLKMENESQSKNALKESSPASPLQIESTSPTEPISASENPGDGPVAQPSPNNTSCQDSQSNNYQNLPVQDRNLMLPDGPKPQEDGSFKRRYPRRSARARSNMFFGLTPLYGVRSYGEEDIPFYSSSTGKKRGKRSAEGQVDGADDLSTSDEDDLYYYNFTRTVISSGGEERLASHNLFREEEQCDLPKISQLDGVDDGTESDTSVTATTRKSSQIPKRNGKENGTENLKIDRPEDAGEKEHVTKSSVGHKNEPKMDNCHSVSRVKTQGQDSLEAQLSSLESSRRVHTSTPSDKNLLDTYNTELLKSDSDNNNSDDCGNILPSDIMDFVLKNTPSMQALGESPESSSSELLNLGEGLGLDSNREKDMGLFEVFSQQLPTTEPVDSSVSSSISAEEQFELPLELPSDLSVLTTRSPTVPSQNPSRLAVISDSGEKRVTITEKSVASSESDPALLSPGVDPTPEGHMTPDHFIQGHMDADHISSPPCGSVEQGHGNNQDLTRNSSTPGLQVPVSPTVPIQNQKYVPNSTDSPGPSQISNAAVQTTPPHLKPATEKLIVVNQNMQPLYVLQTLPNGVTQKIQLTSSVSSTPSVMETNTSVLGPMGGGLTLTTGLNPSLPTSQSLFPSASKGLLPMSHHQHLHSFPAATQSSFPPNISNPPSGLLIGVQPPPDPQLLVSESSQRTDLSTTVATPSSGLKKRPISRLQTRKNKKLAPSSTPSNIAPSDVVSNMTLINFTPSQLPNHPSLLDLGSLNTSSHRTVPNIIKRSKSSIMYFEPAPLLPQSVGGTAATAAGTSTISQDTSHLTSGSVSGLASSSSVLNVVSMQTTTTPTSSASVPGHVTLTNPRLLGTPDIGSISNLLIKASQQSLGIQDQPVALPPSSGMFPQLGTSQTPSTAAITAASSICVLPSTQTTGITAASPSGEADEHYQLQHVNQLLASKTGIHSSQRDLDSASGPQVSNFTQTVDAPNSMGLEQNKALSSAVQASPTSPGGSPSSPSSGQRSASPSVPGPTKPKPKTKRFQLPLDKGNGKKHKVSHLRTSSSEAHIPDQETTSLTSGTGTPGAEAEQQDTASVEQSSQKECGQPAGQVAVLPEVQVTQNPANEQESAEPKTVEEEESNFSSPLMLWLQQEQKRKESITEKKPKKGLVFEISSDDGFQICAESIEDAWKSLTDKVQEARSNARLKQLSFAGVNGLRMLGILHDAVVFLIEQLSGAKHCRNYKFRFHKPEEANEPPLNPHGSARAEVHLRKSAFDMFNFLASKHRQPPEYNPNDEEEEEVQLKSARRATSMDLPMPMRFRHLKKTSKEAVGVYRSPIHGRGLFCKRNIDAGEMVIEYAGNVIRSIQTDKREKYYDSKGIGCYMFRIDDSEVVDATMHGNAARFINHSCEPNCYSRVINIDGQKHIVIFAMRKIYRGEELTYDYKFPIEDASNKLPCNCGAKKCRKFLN
#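 Purified MLL-CXXC (added from a 7 uM solution) was preincubated 5 min at ambient with pinned compounds in 50 mM Tris-HCl pH 7.5, 50 mM NaCl, 1 mM DTT, 0.05% BSA. Fluorescein-labeled HOX-A9 DNA (50 nM solution) followed, 30 min, then polarization read.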
# GALK inh = blocks human galactokinase activity; actives 0.007% (n = 270,000); Potency, µM (top dose mostly 57.5 µM), inactives show at the highest dose activity change, negative = inhibition, most hits filed as inhibitors; P51570; Purified GALK, Kinase-Glo residual ATP luminescence; AID 1868; also: potency is read from the fitted curve at half-maximal effect; % is scaled to controls: 0 for no effect and ±100 for the full control effect
#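 Galactose (100 uM) and ATP (35 uM) were turned over by 5 nM GALK for 1 h at RT. Kinase-Glo Plus then converted the remaining ATP into a luminescent signal.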
# A-T KAP1 phos = potential ataxia-telangiectasia treatment. […] A-T fibroblasts, KAP-1 phosphorylation AlphaLISA; neocarzinostatin DNA damage 30 min before lysis. Potency, µM (doses to about 57.5 µM), without a hit: at the top dose activation, hits mostly activators. actives 0.19% (n = 320,000). AID 485349; also: potency is read from the fitted curve at half-maximal effect; % of control where 0% means no effect; nearly all actives have a fitted effect of over 45% in size
#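 ATM-like activity read as KAP-1 phosphorylation via AlphaLISA donor/acceptor antibody pairs after lysis and 6 hr at 25C. Cells were ATM-null patient fibroblasts ([…], hTERT), dosed 60 min, then exposed to the DSB inducer NCS for 30 min.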
# BCR signal inh = blocks chronic active B-cell receptor signaling; ABC-DLBCL IkBa-CBG/CBR reporter, luminescence ratio, 4 h; Potency, µM (titrated, usually from 46.1 µM), for inactives: at the top dose ratio change, negative = lower green/red ratio, most hits filed as inhibitors; actives 0.05% (n = 340,000); AID 493014; active = well fitted inhibition curve with a large enough effect in the signal ratio, with a control signal flat, not every such curve was filed as active; inconclusive = small, poorly fitted or top-dose-only effect, or effect the other way, or a change in a side signal; the % refers to the signal ratio;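 also: potency is read from the fitted curve at half-maximal effect; plate controls were basal doxycycline-induced cells for no effect and cells given 10 µM MG132 for full effect; MG132 reads +100%, hits lower the ratio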
#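 Doxycycline induced both beetle luciferases in TMD8 lymphoma cells; IKK-driven degradation limits the IkappaBalpha-fused green signal, while red luminescence normalises for cell number and nonspecific effects. Compounds tested up to 46 uM, 4 hrs.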
# hERG WT inh = blocks the wildtype human KCNH2 potassium channel; Q12809; U2OS, BacMam KCNH2, thallium flux FluxOr; stronger effect = lower value; activity change, % at 1.84 µM; actives 0.37% (n = 340,000); AID 720551;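 active = maximum activity change below -70%; inconclusive = maximum activity change between -70% and -50%; inactive = maximum activity change above -50%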; also: % is scaled to controls: 0 for no effect and ±100 for the full control effect
#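 U2OS cells were transduced with wild-type KCNH2 virus (2.03 x 10^8 / mL) for 4 h at room temperature, then cultured overnight at 37 C. Thallium flux was read with FluxOr dye. Rate constants were normalized to DMSO controls.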
# Giardia killer = kills Giardia lamblia; Giardia lamblia trophozoite viability; activity change, % at 7.66 µM, hits read low; actives 0.15% (n = 340,000); AID 540267; in the data active = activity change below about -80%; inconclusive = between about -30% and that limit;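 also: parasites exposed to compound for two days anaerobically before the ATP read; % is scaled to controls: 0 for no effect and ±100 for the full control effect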
#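 Media and compound were dispensed first, then trophozoites at 100 cells/well; plates sat 48 hrs at 37 deg C without oxygen before ATP luminescence reagent was added and read after 15-30 min at room temperature.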
# FBPA coupling cs = coupling enzyme interference in Giardia aldolase counter-screen | coupling enzyme system counterscreen, AmpLite Red fluorescence | AID 2472 | actives 0.67% (n = 290,000) | activity change, negative = inhibition, % at 58.2 µM, hits read low; in the data active = activity change below about -30%; also: % is scaled to controls: 0 for no effect and ±100 for the full control effect
#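 Fluorescence at 525 nm excitation and 598 nm emission measured inhibition of the coupled detection system without aldolase. Compounds (at 57.5 uM final) were preincubated 10 min at room temperature with coupling enzyme reagent before a 20 min substrate/AmpLite Red step.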
# Tb PFK inh = inhibitors of T. brucei phosphofructokinase; T. brucei PFK, ADP-Glo luminescence; actives 0.17% (n = 330,000); O15648; Potency, µM (series often up to 57.5 µM), for inactives: top-dose activity, negative = inhibition, usual class: inhibitors;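 also: potency is read from the fitted curve at half-maximal effect; 0% = uninhibited 1x PFK enzyme wells and -100% = no-enzyme wells; nearly all actives have a fitted effect of over 60% in size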
#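 Compounds were pin-transferred as a titration series up to 57 uM into substrate buffer (0.5 mM F6P, 0.1 mM ATP, pH 8.0), then 1.25 nM PFK was added and reactions ran 45 min before ADP-Glo detection.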
# TSHR antagonist = human thyrotropin receptor antagonism; P16473; TSHR-expressing cells, TSH-stimulated cAMP HTRF, 2 h; stronger effect = lower value; activity change, negative = inhibition, % at 11.5 µM; actives 0.2% (n = 330,000); AID 504810;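 active = activity change below a set negative limit, meaning inhibition stronger than a set level, cut at about -70% in these data; inconclusive = activity change between two set negative limits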; also: % is scaled to controls: 0 for no effect and ±100 for the full control effect
#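 Cell-based HTRF cAMP assay; TSHR cells + compound, TSH EC80 (4nM final), 2 h, 37 deg C. Lysis with anti-cAMP cryptate and cAMP-d2, 30 min RT, read 665/620 nm.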
# Numbers without * were called inactive; ? = inconclusive; / = not tested or not shown; [ ] = dose if it differs, or a comment. Unless noted, calls follow the shape of the dose curve; as a rule, active = well fitted curve in the direction sought with a large enough effect; inconclusive = small, poorly fitted or top-dose-only effect, or another doubt; inactive = no such curve, though single readings can be large; an effect the other way counts as inactive or inconclusive. The order is random; overall some 1.6% were active at least once.
SMILES,TCR activator,MLL CXXC-DNA inh,GALK inh,A-T KAP1 phos,BCR signal inh,hERG WT inh,Giardia killer,FBPA coupling cs,Tb PFK inh,TSHR antagonist
COc1cc(C(C)=O)ccc1OCCN1CCC(Cc2ccccc2)CC1,-2%,-4%,3%,1%,?,7,4,1,-9%,11
CCN(CC(=O)Nc1c(F)cccc1F)C(=O)Cc1ccc(OC)c(S(=O)(=O)N2CCOCC2)c1,-1%,/,/,3%,0%,-7,-7,/,1%,-1
Cc1ccccc1C(=O)NC1CCN(C(=O)NCc2ccccc2)CC1,3%,-2%,-1%,-2%,-2%,2,-11,1,0%,3
CC1CCCN(S(=O)(=O)c2ccc3c(c2)C(C)(C)C(=O)N3C)C1 (stereo not drawn),5%,/,/,-5%,?,1,?,-2,-5%,13
NS(=O)(=O)c1ccc(NC(=O)CSc2nnc(-c3ccc(O)cc3)o2)cc1,-3%,12%,1%,-3%,?,1,-1,0,5%,7
Cc1ccc(S(=O)(=O)N(C)CC(=O)Nc2cccc(C)n2)cc1,-6%,-1%,0%,2%,0%,-1,1,0,-4%,-1
Cc1ccc(S(=O)(=O)N2C(=O)CCC2C(N)=O)cc1 (stereo not drawn),-3%,-5%,-2%,-7%,1%,9,0,2,-1%,-3
Fc1ccc(/C=N/NC(=S)Nc2cccnc2)cc1,5%,7%,-2%,3%,?,/,0,1,4%,-3
Cc1ccc(S(=O)(=O)N2CCOCC2)cc1NC(=O)COc1ccc(C(=O)c2ccccc2)cc1,-4%,/,/,1%,-12%,8,0,/,-4%,-28
COc1cccc2cc(-c3nnc(SCC(=O)NCCc4ccccc4)n3C)oc12,7%,20%,-3%,-5%,-1%,3,-1,5,-3%,8
COc1ccc(Nc2ncc(C(=O)N3CCN(c4ccccc4OC)CC3)c3ccccc23)cc1,/,17%,/,-3%,0%,4,-16,-2,-4%,-20
CC(=O)Nc1ccc(S[C@@H](CCN2CC[C@H](O)CCC2=O)c2ccccc2)cc1,-4%,/,/,18%,-10%,-2,11,/,0%,1
O=C(Oc1c(Br)cc(Br)c2cccnc12)N1CCCCC1,-12%,2%,-1%,11%,-1%,-2,-4,0,2%,-9
COc1ccc(NC(=O)c2ccc([N+](=O)[O-])cc2[N+](=O)[O-])c(OC)c1,10%,-1%,2%,1%,7%,-5,?,1,-2%,-2
O=S(=O)(NCCOc1cccc2cccnc12)c1ccc(F)cc1,1%,0%,0%,2%,?,-13,-5,-1,14%,8
Cc1nc([N+](=O)[O-])c(Br)n1CC(=O)c1ccc(Cl)cc1,-7%,-6%,0%,/,7%,5,3,-1,-6%,9
COc1cc2c(cc1OC)CN(C(=O)C1(c3ccccc3)CC1)CC2,-1%,-5%,4%,1%,?,-21,14,-3,-6%,0
COc1ccccc1NC(=O)C1CCN(S(=O)(=O)c2ccc3c(c2)NC(=O)CO3)CC1,-6%,9%,-2%,-9%,0%,-8,-24,/,-4%,-1
Cc1cccc(C)c1NC(=O)Cc1cccs1,/,11%,4%,7%,0%,-13,-5,3,-8%,-7
CCOc1ccc(-c2n[nH]c(C)c2-c2ccccc2OC)c(O)c1,2%,-4%,-1%,0%,?,-1,-13,-12,3%,58
CCC(C)[C@H](NS(=O)(=O)c1ccc(C)cc1)C(=O)N1CCC(C(=O)N2CCC(C(=O)OC)CC2)CC1 (stereo partly drawn),2%,-7%,/,19%,9%,-4,-13,7,-1%,2
CCOc1ccc(NC(=O)COC(=O)C2CCC(=O)N2)c([N+](=O)[O-])c1 (stereo not drawn),-7%,/,/,4%,0%,11,6,/,21%,27
O=C(CSc1nc(-c2ccccc2)c(-c2ccccc2)[nH]1)Nc1nccs1,-1%,-1%,2%,-2%,?,-22,7,4,-3%,-16
NC(=O)COc1ccc(/C=C2\C(=O)ON=C2c2ccccc2)cc1,4%,/,/,-6%,7%,-4,-9,/,1%,-5
Cc1ccc(CNC(=O)CCn2cc(-c3ccc(C)cc3)nc2CCN)cc1,7%,/,/,-8%,-1%,-5,-18,/,-3%,9

# Carrying on.
SMILES,TCR activator,MLL CXXC-DNA inh,GALK inh,A-T KAP1 phos,BCR signal inh,hERG WT inh,Giardia killer,FBPA coupling cs,Tb PFK inh,TSHR antagonist
O=C(c1ccc(F)cc1)N1CCC(C(=O)N2CCN(S(=O)(=O)c3cccc([N+](=O)[O-])c3)CC2)CC1,15%,/,/,6%,9%,4,0,/,0%,-3
CC(C)[C@@H](COc1ccccc1)N1CCN(Cc2ccccc2)CCC1=O,3%,-6%,/,6%,?,-15,13,7,-4%,1
Cc1c(C(=O)NC(Cc2ccccc2)c2nc3ccccc3[nH]2)cccc1[N+](=O)[O-] (stereo not drawn),2%,13%,/,-9%,?,-2,-3,-8,-2%,3
O=C(NCCc1ccccc1)c1ccc2c(c1)OCO2,4%,-2%,6%,8%,?,2,?,1,-2%,-5
C=CCNC(=O)c1ccc(-c2nc(-c3ccccc3)cs2)cc1,2%,8%,1%,16%,?,-2,-5,-2,-5%,19
CCCCN(CCCC)Cc1ccc(N)cc1,7%,1%,1%,8%,?,4,-14,0,-1%,1
CC(CCc1ccccc1)NC(=O)CN1C(=O)NC2(CCCCC2)C1=O (stereo not drawn),9%,5%,-1%,13%,3%,-1,17,-14,2%,-15
CCC(C)NC(=O)C(Cc1ccccc1)n1cccc1 (stereo not drawn),6%,8%,-2%,5%,5%,-3,37[activator],2,-3%,-3
CCC1Oc2ccccc2N(Cc2ccccc2C)C1=O (stereo not drawn),/,-27%,0%,6%,-2%,0,-11,4,3%,-21
COc1ccc(CC(=O)NCc2ccc(-n3cccc3)cc2)cc1OC,0%,12%,-1%,-7%,?,5,-6,1,-5%,-1
CCOc1ccc(NC(=O)COc2ccccc2)c([N+](=O)[O-])c1,4%,7%,2%,-2%,-2%,-12,?,0,2%,-1
Cc1ccc(Cc2c[nH]c(=S)s2)cc1,-9%,3%,4%,1%,?,-8,1,4,-24%,0
Fc1cccc(Cc2noc(CN3CCN(c4cnccn4)CC3)n2)c1,-7%,-1%,-2%,2%,5%,6,8,1,-2%,11
COc1ccc(OC)c(NC(=O)C2CCN(S(=O)(=O)c3c(C)noc3C)CC2)c1,-7%,9%,0%,0%,?,10,23,0,-3%,-7
c1ccc(Nc2cc(-c3ccccc3)nc3ncnn23)cc1,4%,-5%,2%,3%,4%,-5,-20,11,1%,-11
COc1cc(NC(=O)CSCc2ccccc2)c(C(=O)O)cc1OC,/,12%,-6%,2%,1%,10,17,1,-1%,33
OC(CN1CCOCC1)(c1ccccc1)c1ccccn1 (stereo not drawn),-3%,5%,/,-5%,4%,0,6,0,-9%,-5
C=CCOc1ccc(C2OC34CCCCC3C(C#N)(C#N)C2(C#N)C(=N)O4)cc1 (stereo not drawn),-3%,-15%,1%,-8%,20%,0,4,-3,-2%,6
Cc1ccc(S(=O)(=O)N2CCN(C(C)C(=O)Nc3ccccc3-c3ccccc3)CC2)cc1 (stereo not drawn),-5%[46.1 µM],5%,-2%,5%,0%,-2,-28,0,-3%,-8
CN1C(=O)NC(NC(=O)c2cccs2)(C(F)(F)F)C1=O (stereo not drawn),10%,-6%,0%,5%,?,2,5,1,8%,10
Cc1ccc(C2=NNC(c3cccc(F)c3)S2)cc1 (stereo not drawn),8%,10%,0%,2%,?,-6,3,0,-2%,-12
CCN(CC)CCCNC(=O)C(C)n1c2ccccc2c2nc(=O)cc(C)n21 (stereo not drawn),-1%,-4%,0%,?,-1%,3,-15,0,8%,10
CC(NC(=O)CN(C)S(=O)(=O)c1ccc(F)cc1)C1CC2CCC1C2 (stereo not drawn),5%,/,/,15%,1%,6,-25,/,17%,22
CCN1CCN(c2cc(C)c3cc(NC(=O)c4cccc(OC)c4)ccc3n2)CC1,-1%,-1%,/,-5%,-1%,8,-6,0,1%,-1
CCOC(=O)COc1cccc2c(=O)n(CC(=O)NCc3ccc4c(c3)OCO4)ccc12,-8%[46.1 µM],11%,-1%,2%,?,-20,-12,1,0%,-10

# (next part)
SMILES,TCR activator,MLL CXXC-DNA inh,GALK inh,A-T KAP1 phos,BCR signal inh,hERG WT inh,Giardia killer,FBPA coupling cs,Tb PFK inh,TSHR antagonist
CCCCCCNCc1ccc(Br)cc1,-26%,-6%,3%,4%,-2%,45,13,1,-2%,12
CC(C)c1ccccc1NC(=O)c1ccco1,4%,5%,8%,-1%,6%,5,-4,1,-5%,2
N#Cc1ccccc1S(=O)(=O)N1CCN(C(=O)CN2C(=O)NC3(CCCC3)C2=O)CC1,-4%,/,/,-6%,?,-4,25,/,2%,4
CC(C)(C)c1ccccc1NC(=O)c1cccnc1,10%,-1%,1%,0%,-1%,9,4,3,0%,4
COc1ccc(NC(=S)Nn2cnnc2)c(OC)c1,/,1%,-4%,9%,3%,-12,6,/,-1%,-3
Cc1ccc(C)c(NC(=O)CCC(=O)NNC(=O)c2cccs2)c1,-1%[46.1 µM],?,0%,-2%,-2%,-8,-3,-6,1%,34

# Compound activity from PubChem.
